Pin1 inhibitor – blocks the human prolyl isomerase Pin1. Q13526. Pin1 FP peptide displacement, HiFluor488, 10 min. Potency, µM (doses to about 115 µM), for inactives: top-dose activity, negative = inhibition, hits mostly inhibitors. 0.009% of 390,000 active. AID 504891; active means well fitted inhibition curve with a large enough effect in the polarisation, with a control signal flat, not every such curve was filed as active; inconclusive means small, poorly fitted or top-dose-only effect, or effect the other way, or a change in a side signal; inactive means no such curve, though single readings can be large or run the other way; the % refers to the polarisation; further: potency means the concentration at half of the fitted maximal effect; on the % scale 0 is the no-effect control and ±100 the full control effect
PI4K2A inh – blocks human PI4K2A kinase activity; 0.13% of 420,000 active; AID 1346378; Q9BTU6; activity change, negative = inhibition, % at 76.9 µM; purified PI4K2A, ADP-Glo luminescence, 1 h; active compounds read low; in the data active means activity change below about -50%; inconclusive means mostly about -30% to -49%;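 further: -100% = wells without enzyme as full effect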
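Compounds are screened against recombinant PI4K2A using PI as substrate and ATP, the latter dispensed at 300 microM. Reactions run one hour at ambient temperature before ADP-Glo detection; full inhibition defined by wells lacking enzyme.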
TrxR1 substrate – substrates of rat thioredoxin reductase 1 | O89049 | purified TrxR1 substrate turnover, NADPH consumption readout | Potency, µM (highest dose often 114 µM), inactives show at the top dose activity change, negative = substrate turnover | 0.01% of 390,000 active; further: potency means the concentration at half of the fitted maximal effect; on the % scale 0 is the no-effect control and ±100 the full control effect; nearly all actives have a fitted effect of over 50% in size
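Rat TrxR1, dispensed at 90 nM, was prereduced with 400 uM NADPH (final) for 5 min at ~22 deg C, then incubated with compound 15 min before 400 uM selenite. A first-read NADPH fluorescence drop versus no-compound background flagged substrates.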
USP1 inh – blocks the human USP1/UAF1 deubiquitinase complex | 0.23% of 390,000 active | Potency, µM (doses to about 57.1 µM), for inactives: top-dose activity change, negative = inhibition, most hits filed as inhibitors | AID 743255 | recombinant USP1/UAF1, Ub-Rhodamine cleavage fluorescence | O94782; further: potency means the concentration at half of the fitted maximal effect; on the % scale 0 is the no-effect control and ±100 the full control effect; nearly all actives have a fitted effect of over 60% in size; inactives centre near -12
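USP1/UAF1 complex (1 nM) preincubated 15 min at room temperature with compound, then Ub-Rho substrate (150 nM final) added. Kinetic fluorescence at 480/540 nm over 6 reads at 60 s intervals; 50 mM HEPES pH 7.8, 0.5 mM EDTA, 0.1 mg/ml BSA, 1 mM TCEP, 0.01% Tween-20.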
mIDH1 inhibitor – blocks human mutant IDH1 R132H enzyme. O75874. IDH1-R132H enzyme, NADPH consumption, diaphorase/resazurin fluorescence. Potency, µM (highest dose often 76.6 µM), inactives show at the top dose activity change, negative = inhibition, most hits filed as inhibitors. 0.093% of 390,000 active. AID 602179; further: potency means the concentration at half of the fitted maximal effect; on the % scale 0 is the no-effect control and ±100 the full control effect; nearly all actives have a fitted effect of over 65% in size
Target sequence (O75874 whole entry R132H, stated change not applied): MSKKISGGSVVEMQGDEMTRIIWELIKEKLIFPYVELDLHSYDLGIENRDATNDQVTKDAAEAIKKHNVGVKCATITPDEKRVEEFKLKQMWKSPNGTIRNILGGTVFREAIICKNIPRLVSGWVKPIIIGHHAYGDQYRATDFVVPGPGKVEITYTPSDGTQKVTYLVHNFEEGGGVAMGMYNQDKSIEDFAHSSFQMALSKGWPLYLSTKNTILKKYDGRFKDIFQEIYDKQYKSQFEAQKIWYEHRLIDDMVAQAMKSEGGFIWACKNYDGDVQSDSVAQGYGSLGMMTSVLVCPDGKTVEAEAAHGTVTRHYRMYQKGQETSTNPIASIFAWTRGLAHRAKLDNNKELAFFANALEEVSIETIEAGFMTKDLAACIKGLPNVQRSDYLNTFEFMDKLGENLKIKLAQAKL
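IDH1-R132H (0.5 ug/mL dispensed) in pH 7.5 Tris buffer was preincubated 30 min with compound, then given a substrate mix of 0.016 mM NADPH and 2 mM alpha-KG for 80 min at room temperature; remaining NADPH was read by diaphorase/resazurin fluorescence.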
GLS inhibitor – inhibitors of human glutaminase (GLS) | O94925 | GLS enzymatic activity, qHTS titration | Potency, µM (doses to about 45.5 µM), inactives show top-dose activity change, negative = inhibition, hits mostly inhibitors | 0.21% of 410,000 active; further: potency means the concentration at half of the fitted maximal effect; on the % scale 0 is the no-effect control and ±100 the full control effect
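Assay buffer: 45 mM KH2PO4 pH 8.2, 0.02% Tween-20. hKGA acts on L-glutamine (1 mM solution added); product glutamate is reported by an oxidase/peroxidase Amplex Red coupling, with fluorescence taken at baseline and 30 min.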
Tb PGK inh – T. brucei PGK inhibition. 0.043% of 380,000 active. PGK/GAPDH coupled, Kinase-Glo luminescence, 60 min. AID 602233. Potency, µM (highest dose often 57.5 µM), inactives show top-dose activity change, negative = inhibition, actives largely listed as inhibitors. P07378; further: potency means the concentration at half of the fitted maximal effect; on the % scale 0 is the no-effect control and ±100 the full control effect; nearly all actives have a fitted effect of over 60% in size
Target sequence (P07378 whole entry, looked up): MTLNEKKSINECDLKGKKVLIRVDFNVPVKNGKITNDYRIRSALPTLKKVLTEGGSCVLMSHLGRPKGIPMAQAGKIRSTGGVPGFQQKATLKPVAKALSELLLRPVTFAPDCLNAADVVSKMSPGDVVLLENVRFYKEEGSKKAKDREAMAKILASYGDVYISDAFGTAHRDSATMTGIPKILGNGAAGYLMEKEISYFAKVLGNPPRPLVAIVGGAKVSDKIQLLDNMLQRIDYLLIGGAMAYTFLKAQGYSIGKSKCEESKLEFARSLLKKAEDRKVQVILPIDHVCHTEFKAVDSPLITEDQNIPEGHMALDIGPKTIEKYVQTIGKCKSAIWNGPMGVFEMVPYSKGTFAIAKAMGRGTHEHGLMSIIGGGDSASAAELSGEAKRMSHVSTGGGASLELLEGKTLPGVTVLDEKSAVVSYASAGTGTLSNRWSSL
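Luminescent ATP detection (Kinase-Glo Plus) follows a 60-minute room-temperature incubation, with wells lacking PGK as controls. Buffer: 100 mM TEA (pH 7.6), 5 mM MgCl2, 0.01% Tween-20. Coupling enzyme GAPDH (100 nM final) supplies unstable 1,3-BPG in-well.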
rTrxR1 inhibitor – blocks rat thioredoxin reductase 1. 1% of 390,000 active. Potency, µM (top dose mostly 114 µM), for the others: top-dose activity change, negative = inhibition, most hits filed as inhibitors. O89049. recombinant rTrxR1, NADPH fluorescence consumption, selenite substrate; further: potency means the concentration at half of the fitted maximal effect; on the % scale 0 is the no-effect control and ±100 the full control effect; nearly all actives have a fitted effect of over 65% in size
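Rat TrxR1 (90 nM in the dispensed reagent) was pre-reduced with 400 uM NADPH for 5 min at room temperature, then incubated with compound for 15 min. After 400 uM selenite was added, NADPH fluorescence (Ex 340/Em 450 nm) was followed for 8 min.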
HP1b binding inh – inhibitors of HP1-beta chromodomain binding to methylated histone tails | 0.56% of 390,000 active | AlphaScreen HP1-beta / biotin-H3K9me3 peptide binding | P83916 | Potency, µM (top dose mostly 114 µM), for the others: at the top dose activity change, negative = inhibition, actives largely listed as inhibitors | AID 540317; further: potency means the concentration at half of the fitted maximal effect; nearly all actives have a fitted effect of over 70% in size; inactives centre near 23
Target sequence (P83916 whole entry, looked up): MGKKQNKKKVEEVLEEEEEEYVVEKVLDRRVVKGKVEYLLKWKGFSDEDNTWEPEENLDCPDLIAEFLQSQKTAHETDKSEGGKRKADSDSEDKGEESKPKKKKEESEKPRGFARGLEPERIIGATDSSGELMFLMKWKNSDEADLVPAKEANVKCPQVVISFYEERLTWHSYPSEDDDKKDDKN
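HP1-beta protein (50 nM final) preincubated 30 min at room temperature with biotinylated H3(1-18)K9me3 peptide (50 nM) in PBS pH 7.4, 0.01% Tween-20, then compound added for 30 min. AlphaScreen streptavidin donor/nickel chelate acceptor beads (10 ug/mL final), 30 min dark, luminescence read.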
Starred values were filed as active, the others as inactive; i = inactive; u = inconclusive; x = no result given; & = joins results of further samples; [ ] = another dose, or the depositor's remark. Unless noted, the call rests on the fitted dose curve; in most records, active means well fitted curve in the direction sought with a large enough effect; inconclusive means small, poorly fitted or top-dose-only effect, or another doubt; inactive means no such curve, though single readings can be large; an effect the other way counts as inactive or inconclusive. Some of the compounds tested; rates above refer to the full screens.

canonical_smiles,Pin1 inhibitor,PI4K2A inh,TrxR1 substrate,USP1 inh,mIDH1 inhibitor,GLS inhibitor,Tb PGK inh,rTrxR1 inhibitor,HP1b binding inh
COc1ccc(C(=O)N(C)CC2CCN(CCc3cccc(C(F)(F)F)c3)CC2)cc1C,2%,0,0%,-8%,9%,1%,-8%,-1%,15%
O=C(Nc1cc(S(=O)(=O)N2CCOCC2)ccc1OCC(F)(F)F)c1ccc(N2CCCC2=O)cc1,-6%,0,-7%,-9%,8%,-6%,-2%,-11%,18%
CCOc1cc2[nH]c(=O)n(CCCCCC(=O)NC3CCCC3)c(=O)c2cc1OCC,2%,2,4%,-6%,-9%,10%,2%,-21%,27%
CCn1cc(C(=O)N2CCN(c3cccc(C)c3)C(C)C2)c(=O)c2cc(S(=O)(=O)N3CCOCC3)ccc21 (stereo unspecified),u,0,-3%,-20%,8%,5%,-2%,-2%,26%
COc1ccc(CNS(=O)(=O)c2ccc(-c3cc(C)no3)cc2)cc1,-12%,-4,1%,-9%,2%,9%,-10%,19%,21%
Cc1nc2c(C)cccc2c2c1CCS2,1%,3,-7%[57.1 µM],-14%,3%,-11%,-6%,14%,45%[activator]
COc1cc(NC(=O)CN2CCN(c3ccc(F)cc3)CC2)cc(OC)c1,1%,-5,-4%[57.1 µM],u,18%,21%,-9%,1%[57.1 µM],44%
COc1ccc(CCN(C)c2ccc(S(=O)(=O)N3CCCC3)cn2)cc1OC,0%,5,12%[57.1 µM],-5%,-2%,-2%,0%,33%[57.1 µM],14%
COc1ccc(-c2nnn(-c3ccc(Cl)cc3Cl)c2N)cc1,3%,5,5%,-15%,6%,0%,-3%,21%,40%[activator]
COc1ccc(NC(=O)COC(=O)[C@@H]2CCCN2C(=O)c2cccs2)cc1,u,-5,7%[57.1 µM],-17%,-2%,-1%,9%,-1%,25%

Fetched one by one from the list above (2):
canonical_smiles,Pin1 inhibitor,PI4K2A inh,TrxR1 substrate,USP1 inh,mIDH1 inhibitor,GLS inhibitor,Tb PGK inh,rTrxR1 inhibitor,HP1b binding inh
COc1ccc(C(=O)N(C)CC2CCN(CCc3cccc(C(F)(F)F)c3)CC2)cc1C,2%,0,0%,-8%,9%,1%,-8%,-1%,15%
COc1ccc(CCN(C)c2ccc(S(=O)(=O)N3CCCC3)cn2)cc1OC,0%,5,12%[57.1 µM],-5%,-2%,-2%,0%,33%[57.1 µM],14%

More results
canonical_smiles,Pin1 inhibitor,PI4K2A inh,TrxR1 substrate,USP1 inh,mIDH1 inhibitor,GLS inhibitor,Tb PGK inh,rTrxR1 inhibitor,HP1b binding inh
Cn1ccnc1-c1nc2ccccc2[nH]c1=O,-3%,0,6%,-10%,3%,6%,-6%,-1%,20%
COc1ccc(N2CC(C(=O)N3CCN(Cc4ccc5c(c4)OCO5)CC3)CC2=O)cc1 (stereo unspecified),-4%,0,12%[57.1 µM],-13%,1%,-4%,-7%,23%[57.1 µM],9%
Cc1cc(C)c(S(=O)(=O)N2CCCCC2CCNC(=O)C(=O)NCc2ccccn2)c(C)c1 (stereo unspecified),-4%,3,-3%,-18%,13%,3%,-2%,-5%,14%
CCc1cc2c(-c3ccccc3)cc(=O)oc2cc1OCC(=O)NCC1CCC(C(=O)O)CC1 (stereo unspecified),-3%,1,-8%,9%,u,9%,8%,-21%,20%
CCc1ccc(CNCc2c(C(=O)O)c(C)n(Cc3c(F)cccc3Cl)c2C)cc1,2%,2,-6%,-2%,-25%,14%,-8%,-2%,-2%
O=C(COc1ccc(Cl)cc1)Nc1cccc(S(=O)(=O)NCc2ccco2)c1,-1%,-4,-8%,-27%,3%,-6%,-10%,-22%,2%
O=C(CN1C(=O)NC2(CCCCC2)C1=O)Oc1ccc2ccc(=O)oc2c1,-3%,4,379%[activator],-22%,17%,8%,-7%,50µM*,73%[activator]
Cc1ccc2nc(-c3ccncc3)cc(C(=O)N3CCOCC3)c2c1,-5%,-2,-8%[57.1 µM],-4%,6%,-10%,-8%,-1%[57.1 µM],40%[activator]
COc1ccc(-n2c3c(cc(C(=O)NNc4ccccc4)c2=O)C(=O)CC(C)(C)C3)cc1,23%,-3,7%[57.1 µM],-8%,2%,0%,3%,23%[57.1 µM],19%
COc1ccc(Cl)cc1NC(=O)C1CCN(c2ncnc3c2nc2n3CCCCC2)CC1,-6%,-6,-7%,-2%,-8%,-3%,-9%,7%,26%

The last 3 entries of the section before lead into the next.
canonical_smiles,Pin1 inhibitor,PI4K2A inh,TrxR1 substrate,USP1 inh,mIDH1 inhibitor,GLS inhibitor,Tb PGK inh,rTrxR1 inhibitor,HP1b binding inh
Cc1ccc2nc(-c3ccncc3)cc(C(=O)N3CCOCC3)c2c1,-5%,-2,-8%[57.1 µM],-4%,6%,-10%,-8%,-1%[57.1 µM],40%[activator]
COc1ccc(-n2c3c(cc(C(=O)NNc4ccccc4)c2=O)C(=O)CC(C)(C)C3)cc1,23%,-3,7%[57.1 µM],-8%,2%,0%,3%,23%[57.1 µM],19%
COc1ccc(Cl)cc1NC(=O)C1CCN(c2ncnc3c2nc2n3CCCCC2)CC1,-6%,-6,-7%,-2%,-8%,-3%,-9%,7%,26%
CCC(=O)Nc1cccc(NC(=S)NC(=O)c2cccs2)c1,1%,-1,-1%,-20%,3%,15%,-12%,u,15%
Cc1nnc(NC(=O)c2c(F)c(F)c(F)c(F)c2F)s1,1%,-2,-1%,-16%,4%,-7%,-6%,4%,58%[activator]
CC1CCC(NC(=O)c2ccc(NC3=NC4CS(=O)(=O)CC4S3)cc2)CC1 (stereo unspecified),-2%,-7,3%,u,-1%,-5%,6%,19%,84%[activator]
CC1CCN(c2c(NCC3CCC(C(=O)N4CCc5ccccc5C4)CC3)c(=O)c2=O)CC1 (stereo unspecified),1%,-7,-5%,-31%,-3%,18%,i,-9%,40%[activator]
CC/C(O)=C1\C(=O)CC(C)(C)CC1=Nc1ccccc1C,0%,3,-7%,-12%,-6%,1%,i,-2%,33%[activator]
CCN(CC)C(=O)CSc1nnc2sc3ccccc3n12,-5%,-3,11%[57.1 µM],-3%,7%,6%,-6%,-5%[57.1 µM],34%
O=C1C2C3c4ccccc4C(Br)(c4ccccc43)C2C(=O)N1c1ccccc1O (stereo unspecified),6%,-2,-10%,-8%,10%,-7%,-10%,-13%,20%
CCOC(=O)C(Cc1ccccc1)NC(=O)Cn1nnc(-c2ccc(C)cc2)n1 (stereo unspecified),13%,9,-6%,-19%,x,-4%,x,5%,13%
N#CC1(NC(=O)CN2C(=O)NC3(CCCCCC3)C2=O)CCCCC1,-2%,1,3%,-11%,-1%,-1%,-8%,23%,16%
CCC(C)NC(=O)CCc1c(C)nc2nc(-c3cc(OC)cc(OC)c3)nn2c1C (stereo unspecified),18%&41%,-1&5,1%&0%,-15%&-11%,1%&-1%,3%&7%,0%&-8%,6%&-7%,31%&13%
COc1ccc(CNC(=O)Cc2ccc(NC(=O)N3CCSc4ncccc43)cc2)cc1,-3%,-2,-3%,-4%,-10%,-1%,-7%,12%,39%
Cc1ccc(CNC(=O)Cn2cncn2)cc1,0%,3,-8%,-11%,4%,0%,i,-6%,12%
CCOC(=O)c1csc(NC(=O)CN2CCOCC2)n1,2%,-2,0%,5%,4%,0%,x,4%,41%[activator]
Cn1cc(CCC(=O)N2CCCC(C(=O)c3cccc4ccccc34)C2)cn1 (stereo unspecified),0%,3,7%[57.1 µM],3%,7%,7%,-2%,1%[57.1 µM],-13%
Cc1ccc(C(=O)NNC(=O)c2ccc(S(=O)(=O)N3CCOCC3)cc2)cc1,1%,-22,7%[57.1 µM],-18%,3%,-14%,-8%,10%[57.1 µM],32%[activator]
N#Cc1ccc(C(=O)Nc2cccc3ncccc23)c(F)c1,-2%,-1,-21%[57.1 µM],-12%,6%,-3%,i,6%[57.1 µM],55%[activator]
COCc1cc(C)nc(N2CCN(Cc3ccccc3)CC2)c1C#N,-3%,2,6%,-19%,13%,-6%,i,17%[57.1 µM],23%
COc1ccc(S(=O)(=O)NCCOc2ccccc2)cc1F,-5%,-3,-8%,-13%,-10%,0%,-11%,3%,22%
O=C1CCCN1S(=O)(=O)c1ccccc1,2%,-4,4%,1%,-2%,-18%,6%,9%,15%
O=C(CCN1CCN(c2ccccc2)CC1)N/N=C/c1ccccc1O,-4%,3,13%[57.1 µM],-12%,-2%,1%,-7%,8%[57.1 µM],10%
Cc1c(NC(=O)C(C)Oc2ccc(Br)cc2)c(=O)n(-c2ccccc2)n1C (stereo unspecified),0%,-5,-3%[2.29 µM],0%,-3%,5%,4%,-3%[2.29 µM],11%[57 µM]
COc1ccc(CN2CCC[C@]3(N[C@H](c4ccc(C(F)(F)F)cc4)[C@@H]4C(=O)N(C)C(=O)[C@@H]43)C2=O)cc1,x,5,x,u,12%,1%,-8%,x,x
COCCNC(=O)CN(Cc1ccco1)C(=O)CCC(=O)Nc1nccs1,10%,0,5%[57.1 µM],-20%,-7%,-6%,6%,6%[57.1 µM],39%

High-throughput results: PubChem BioAssay, National Center for Advancing Translational Sciences (NCATS)
